TbHK1 inh: blocks Trypanosoma brucei hexokinase 1 activity; recombinant TbHK1, G6PDH-coupled NADH A340; 220,000 compounds, 0.11% hits; inhibition, % at 10 µM;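 active means inhibition of 50% or more in the single-dose primary screen; inactive means inhibition below 50%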
zfTRPN1 agonist: agonists of zebrafish TRPN1 channel; HEK293 zebrafish TRPN1-YFP, Fluo-8 calcium fluorescence; 100% = response to 87 µM carbachol; activation, % at 3 µM; 220,000 compounds, 0.18% hits; AID 1424;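 active means activation above its plate's cutoff, the mean activation of test wells on that plate plus 3 SD, cut at about 19% in these data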;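 further: 0% = DMSO alone and 100% = 87 µM carbachol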
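Control set: carbachol 87 µM as high control, DMSO as low control; system: HEK293 stable line with zebrafish TRPN1-YFP; read-out: % activation versus carbachol response; detection: intracellular calcium fluorescence with Fluo-8; doses: single test compound dose, 3 µM nominal, 0.3% DMSO; schedule: dye 1 h 37 °C plus 30 min RT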
Cl transport mod: KCC2 (human) Cl- transport modulation; Q9H2X9; KCC2 cells, thallium flux FluoZin-2 fluorescence; B-score of Tl+ flux slope (higher = more flux/activation; lower = inhibition) at 10 µM; 190,000 compounds, 2.2% hits;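 active means thallium flux slope and its plate-corrected score both differing from the plate sample mean at a set confidence after two filtering rounds, in either direction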;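 further: slope of fluorescence scaled to starting intensity during 10 to 20 s after thallium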
Target sequence (Q9H2X9 whole entry, looked up): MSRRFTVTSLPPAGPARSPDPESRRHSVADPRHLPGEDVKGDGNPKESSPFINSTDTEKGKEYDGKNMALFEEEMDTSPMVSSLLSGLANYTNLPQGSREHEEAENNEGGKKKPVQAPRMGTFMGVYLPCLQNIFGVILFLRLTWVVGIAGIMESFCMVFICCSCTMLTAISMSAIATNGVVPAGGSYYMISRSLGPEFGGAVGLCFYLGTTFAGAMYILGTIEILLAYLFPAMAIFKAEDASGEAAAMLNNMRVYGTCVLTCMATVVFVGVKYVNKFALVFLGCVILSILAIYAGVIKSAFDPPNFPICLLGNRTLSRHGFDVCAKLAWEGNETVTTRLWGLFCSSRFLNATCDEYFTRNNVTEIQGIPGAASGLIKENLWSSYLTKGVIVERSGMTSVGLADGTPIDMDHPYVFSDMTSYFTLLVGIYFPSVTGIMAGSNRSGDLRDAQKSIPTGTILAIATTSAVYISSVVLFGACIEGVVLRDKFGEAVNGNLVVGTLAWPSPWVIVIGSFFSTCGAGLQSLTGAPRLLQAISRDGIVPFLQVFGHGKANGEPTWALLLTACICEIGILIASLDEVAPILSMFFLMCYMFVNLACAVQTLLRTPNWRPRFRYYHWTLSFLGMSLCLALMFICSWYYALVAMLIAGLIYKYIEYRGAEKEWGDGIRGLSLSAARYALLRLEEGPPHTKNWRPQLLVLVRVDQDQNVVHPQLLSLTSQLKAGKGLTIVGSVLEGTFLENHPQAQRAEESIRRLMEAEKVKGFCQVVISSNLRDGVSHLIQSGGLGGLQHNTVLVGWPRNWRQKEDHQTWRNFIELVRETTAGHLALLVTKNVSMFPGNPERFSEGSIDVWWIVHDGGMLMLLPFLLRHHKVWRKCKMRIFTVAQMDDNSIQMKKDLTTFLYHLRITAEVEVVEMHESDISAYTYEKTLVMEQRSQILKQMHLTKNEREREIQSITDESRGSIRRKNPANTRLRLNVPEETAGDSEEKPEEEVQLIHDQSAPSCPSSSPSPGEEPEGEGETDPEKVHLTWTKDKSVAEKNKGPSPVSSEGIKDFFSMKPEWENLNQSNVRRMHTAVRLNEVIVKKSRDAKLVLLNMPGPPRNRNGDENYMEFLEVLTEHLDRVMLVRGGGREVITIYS
Furin inh: inhibitors of human furin | P09958 | purified furin, fluorogenic substrate cleavage | inhibition, % at 30 µM | 220,000 compounds, 0.061% hits; in the data active means inhibition above about 25%; further: inactives centre near -15
thrombin 1536: thrombin (human) inhibition; AID 1046; alpha-thrombin, Boc-VPR-AMC fluorogenic substrate cleavage; inhibition, % at 5 µM; P00734; 220,000 compounds, 0.26% hits;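 active means inhibition at or above 40%; inactive means inhibition below 40%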;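 further: 0% = enzyme with no compound and 100% = wells without enzyme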
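Material: human alpha-thrombin protein. Incubation: reaction at ambient temperature. Technique: fluorescence of released AMC, ex 355 nm, em 460 nm. Control set: no-compound enzyme wells and no-enzyme blanks. Also added: Boc-VPR-AMC substrate, 15 µM final. Buffer or medium: pH 7.5 Tris (50 mM) with NaCl 150 mM, Tween 20 0.05%.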
EBV gp42 block: blocks Epstein-Barr virus glycoprotein 42 binding; Q1HVG2; Fluorescence polarization binding assay, mP read-out; inhibition, % (tested at 21.74 µM); 220,000 compounds, 0.42% hits; AID 1085; in the data active means inhibition above about 50%
TRPML3 ag: agonists of human TRPML3 channel; activation, % at 3 µM; Q8TDD5; HEK293 TRPML3-YFP, Fluo-8 calcium fluorescence; 100% = the carbachol control signal; 220,000 compounds, 0.29% hits;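 active means activation above its plate's cutoff, the mean activation of the plate's test wells plus 3 SD, cut at about 12% in these data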;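 further: 0% = DMSO only wells and 100% = carbachol wells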
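Test system: TRPML3-YFP stable HEK293 cells. Doses: single point at 3 µM. Incubation: dye loading 1 h 37 °C then 30 min ambient, 125 s read. Signal: Fluo-8 calcium dye fluorescence, ex 470-495, em 515-575 nm. Measure: percent activation from peak-to-basal fluorescence ratio, scaled between DMSO and carbachol.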
Calpain2 inh: calpain II (pig) inhibition | purified calpain II, fluorogenic peptide substrate, 30 min | inhibition, % at 16 µM | 220,000 compounds, 0.37% hits;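 active means inhibition above about 50%, limit read from the data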
PPC-1+TRAIL kill: kills PPC-1 cancer cells in the presence of TRAIL | cell killing (% activity), % at 4 µM | 220,000 compounds, 0.41% hits | PPC-1 cells + TRAIL, ATPLite viability luminescence | AID 1443;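 active means cell killing above 50% in the first pass at 4 µM, then a duplicate retest at 5 µM averaging 50% or more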;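 further: plate controls were cells with TRAIL plus DMSO for no effect and medium-only wells lacking cells for full effect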
Numbers without * were called inactive; . = no result given; & = joins results of further samples; [ ] = another dose, or the depositor's remark.

entry	Compound	TbHK1 inh	zfTRPN1 agonist	Cl transport mod	Furin inh	thrombin 1536
1	Cc1cc(-c2ccccc2)nnc1NCCN1CCOCC1	-13	1.5	0.046	-18	1
2	c1ccc(CC2=NCCN2)cc1	3	1.2	.	-9[20 µM]	-5
3	CC1(C)Cc2c(sc(NC(=S)NC(=O)c3ccccc3)c2C(=O)O)CO1	-9	1.6	0.037	-21	5
4	C/C=C(/C)C(=O)O[C@@H]1c2c(ccc3ccc(=O)oc23)OC(C)(C)[C@@H]1OC(=O)/C(C)=C\C	-8	-1.0	-1.2	-14	0
5	CC(COc1ccccc1)NC(C)C(O)c1ccc(O)cc1 (configuration not stated)	5	-0.1	0.42	-15	-1
6	Cc1nc2ccccn2c(=O)c1CCN1CCC(C(=O)c2ccc(F)cc2)CC1	-34	0.3	1.4	-2	3
7	CCOc1ccc(NC(=O)Cn2cc(C(=O)c3ccco3)c3ccccc32)cc1	20	1.2	1.8	-10[20 µM]	4
8	Oc1ccc(/C=C/c2cc(O)cc(O)c2)cc1	-24	1.1	-0.0087	-15	2
9	CC[N+](C)(CC)CCOC(=O)C(O)(c1ccccc1)C1CCCCC1 (configuration not stated)	4	0.6	1.1	-15	.
10	O=C(CCNNC(=O)c1ccncc1)NCc1ccccc1	-4	-0.6	-0.29	-2	.
11	COc1ccc(/C=C/C(=O)Nc2ccccc2C(=O)O)cc1OC	-61	-1.1&0.9	-0.93&-2.7	5	0
12	CCN(CC)CCOC(=O)C1(c2ccccc2)CCCC1	1	-1.4	0.18	-28[20 µM]	0

entry	EBV gp42 block	TRPML3 ag	Calpain2 inh	PPC-1+TRAIL kill
1	-16	-0.1	-2	8
2	-5	0.5	24	7
3	-18	1.5	-5	-2
4	-2	0.0	2	16
5	-8	0.6	-5	2
6	-24	0.2	-24	29
7	-14	0.1	-2	14
8	-7	0.1	-18	32
9	2	-0.4	-2	-3
10	0	0.8	11	8
11	-6&-7	0.3&-0.5	21&2	24&41
12	-6	1.2	-2	16

Additional compounds:
entry	Compound	TbHK1 inh	zfTRPN1 agonist	Cl transport mod	Furin inh	thrombin 1536
13	COc1cc2c(c(OC)c1OC)-c1c(cc3c(c1OC)OCO3)[C@@H](OC(C)=O)[C@H](C)[C@H](C)C2	-3	.	-1.2	-33	1
14	OCCN1CCN(CCCN2c3ccccc3Sc3ccc(Cl)cc32)CC1	-4	-0.1	0.17	-14	-2
15	COc1ccccc1N1CCN(CCCNc2cc(=O)n(C)c(=O)n2C)CC1	.	0.5	0.27	.	.
16	C1CCC(C(CC2CCCCN2)C2CCCCC2)CC1 (configuration not stated)	5	0.0	-0.22	-16	.
17	C[C@]12CCC(=O)C=C1CC[C@@H]1[C@@H]2CC[C@@]2(C)[C@H]1CC[C@]2(O)C(=O)CO	-2	0.4	0.079	-7	2
18	c1ccc(CN(CC2=NCCN2)c2ccccc2)cc1	2&0	0.1&-0.4	0.42&0.14	-18&-16	.
19	Cc1ccc(CN2CCN(Cc3cccc4nccnc34)CC2CCO)cc1 (configuration not stated)	-9	2.5	-0.32	-15	-4
20	CCC(C)n1ncn(-c2ccc(N3CCN(c4ccc(OCC5COC(Cn6cncn6)(c6ccc(Cl)cc6Cl)O5)cc4)CC3)cc2)c1=O (configuration not stated)	.	-0.4	-1.6	.	.
21	CC[n+]1c(C)sc2cc(OC)ccc21	-1	-0.3	-0.15	-12	-2
22	O=C(NCCc1c[nH]c2ccccc12)c1cccnc1	0	2.1	.	-4[20 µM]	-4
23	CCN(CC)CCNC(=O)c1cc(Cl)c(N)cc1OC	2	0.2	-0.29	-21	2
24	CCOc1ccc(C(=O)OCCN(CC)CC)cc1	6	-0.6	-0.058	-6[20 µM]	-3
25	O=C(CCN1CCC(c2ccccc2)C1)c1ccc2c(c1)OCCO2 (configuration not stated)	6	1.5	.	-20[20 µM]	-2
26	CC(=O)NC(Cc1ccccc1)C(=O)O (configuration not stated)	6	0.4	-0.4	-14	-2
27	CN1CCN(CCC(=O)N2c3ccccc3Sc3ccc(C(F)(F)F)cc32)CC1	-1	-0.6	.	-16[20 µM]	-1

entry	EBV gp42 block	TRPML3 ag	Calpain2 inh	PPC-1+TRAIL kill
13	-9	.	-1	-2
14	2	0.7	-13	8
15	-7	0.7	-22	21
16	0	0.8	-23	10
17	-1	0.3	19	18
18	3&4	0.6&0.5	7&14	16
19	-15	0.7	10	1
20	-10&-5	0.8	-7&1	32
21	4	0.0	-4	-7
22	0	0.7	-20	-1
23	0	0.7	9	9
24	-11	1.2	-31	4
25	-15	0.8	5	16
26	-15	1.3	-40	.
27	-10	1.3	-12	7

Structures listed so far that have a carbonyl joined to an NH by a bond outside any ring:
entry	Compound	TbHK1 inh	zfTRPN1 agonist	Cl transport mod	Furin inh	thrombin 1536
3	CC1(C)Cc2c(sc(NC(=S)NC(=O)c3ccccc3)c2C(=O)O)CO1	-9	1.6	0.037	-21	5
7	CCOc1ccc(NC(=O)Cn2cc(C(=O)c3ccco3)c3ccccc32)cc1	20	1.2	1.8	-10[20 µM]	4
10	O=C(CCNNC(=O)c1ccncc1)NCc1ccccc1	-4	-0.6	-0.29	-2	.
11	COc1ccc(/C=C/C(=O)Nc2ccccc2C(=O)O)cc1OC	-61	-1.1&0.9	-0.93&-2.7	5	0
22	O=C(NCCc1c[nH]c2ccccc12)c1cccnc1	0	2.1	.	-4[20 µM]	-4
23	CCN(CC)CCNC(=O)c1cc(Cl)c(N)cc1OC	2	0.2	-0.29	-21	2
26	CC(=O)NC(Cc1ccccc1)C(=O)O (configuration not stated)	6	0.4	-0.4	-14	-2

entry	EBV gp42 block	TRPML3 ag	Calpain2 inh	PPC-1+TRAIL kill
3	-18	1.5	-5	-2
7	-14	0.1	-2	14
10	0	0.8	11	8
11	-6&-7	0.3&-0.5	21&2	24&41
22	0	0.7	-20	-1
23	0	0.7	9	9
26	-15	1.3	-40	.

An excerpt, so the mix of outcomes need not match the whole.
